# M5 PAM: CHRM5 positive allosteric modulation. P08912. CHO-K1 hM5, Fluo-8 calcium, ACh EC20 PAM; 0% = ACh EC20, 100% = ACh EC100. activation, % at 3 µM. actives 0.3% (n = 360,000);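 active = activation above the run cutoff, the mean activation of all test compounds plus 3 SD, cut at about 18% in these data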
# Target sequence (P08912 whole entry, looked up): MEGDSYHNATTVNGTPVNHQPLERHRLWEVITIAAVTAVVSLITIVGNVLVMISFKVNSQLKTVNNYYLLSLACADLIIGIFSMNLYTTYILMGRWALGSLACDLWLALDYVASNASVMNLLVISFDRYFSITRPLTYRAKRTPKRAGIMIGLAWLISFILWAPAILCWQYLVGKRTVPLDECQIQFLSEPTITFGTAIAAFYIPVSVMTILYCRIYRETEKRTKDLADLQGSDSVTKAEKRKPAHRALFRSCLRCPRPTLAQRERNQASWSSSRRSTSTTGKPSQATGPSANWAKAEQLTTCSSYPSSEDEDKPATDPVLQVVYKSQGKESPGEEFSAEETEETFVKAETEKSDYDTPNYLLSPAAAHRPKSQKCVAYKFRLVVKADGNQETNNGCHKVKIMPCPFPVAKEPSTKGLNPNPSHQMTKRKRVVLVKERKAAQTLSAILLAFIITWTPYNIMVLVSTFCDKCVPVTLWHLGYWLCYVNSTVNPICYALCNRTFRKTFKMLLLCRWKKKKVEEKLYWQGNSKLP
#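 system = human M5 receptor in CHO-K1 cells | reagent = EC20 acetylcholine as agonist stimulus | compound dosing = single-point, 3 µM nominal | incubation = Fluo-8 loading 80 min at 37 °C plus 30 min room temperature | detection = Fluo-8 calcium dye fluorescence, kinetic read | benchmarks = low control EC20 acetylcholine (0%), high control EC100 acetylcholine (100%)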
# CHRM1 PAM: positive allosteric modulators of human M1 muscarinic receptor. CHO-K1 hM1, Fluo-8 calcium fluorescence, ACh EC20; 0% = ACh EC20, 100% = maximal ACh. activation, % at 3 µM. actives 0.088% (n = 360,000). AID 588819; in the data active = activation above about 19%, passing the limit was not always enough
# CHRM4 antagonist: CHRM4 antagonism in calcium assay; CHO-hM4 cells, ACh EC80, Fluo-8 calcium fluorescence; inhibition, % at 3 µM; actives 0.73% (n = 360,000); AID 624125;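 active = inhibition above its plate's cutoff, the mean inhibition of sample wells plus 3 SD, cut at about 27% in these data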;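 note: 0% = acetylcholine EC80 with DMSO and 100% = DMSO without agonist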
# Target sequence (P08173 whole entry, looked up): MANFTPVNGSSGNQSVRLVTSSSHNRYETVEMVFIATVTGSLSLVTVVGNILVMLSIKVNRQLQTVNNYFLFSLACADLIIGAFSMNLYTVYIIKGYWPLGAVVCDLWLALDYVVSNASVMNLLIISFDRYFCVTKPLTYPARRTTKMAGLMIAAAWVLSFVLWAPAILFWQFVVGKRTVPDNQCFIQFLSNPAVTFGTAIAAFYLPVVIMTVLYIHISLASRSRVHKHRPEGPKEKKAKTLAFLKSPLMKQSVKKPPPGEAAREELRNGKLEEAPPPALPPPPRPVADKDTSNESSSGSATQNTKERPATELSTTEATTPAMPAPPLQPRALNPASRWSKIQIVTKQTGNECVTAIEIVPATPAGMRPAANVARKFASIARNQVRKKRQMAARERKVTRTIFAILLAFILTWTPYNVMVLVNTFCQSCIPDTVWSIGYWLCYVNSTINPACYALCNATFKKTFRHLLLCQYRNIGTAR
# M5 antag: blocks acetylcholine activation of human M5 receptor; CHO-hM5 cells, Fluo-8 calcium fluorescence, ACh EC80; inhibition, % at 3 µM; actives 0.59% (n = 360,000);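 active = inhibition above a per-plate cutoff, the mean of that plate's test compounds plus 3 SD, cut at about 27% in these data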;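 note: 0% = acetylcholine EC80 with DMSO and 100% = DMSO without agonist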
# M1 antag: human CHRM1 antagonism; AID 588852; inhibition, % at 3 µM; CHO-K1 hM1, Fluo-8 calcium fluorescence, ACh EC80 antagonist; P11229; actives 1.3% (n = 360,000);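 active = percent inhibition above its own plate's cutoff, namely the mean of that plate's compound wells plus 3 SD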;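 note: peak over basal fluorescence ratio during 140 s after agonist addition; 0% = ACh EC80 plus DMSO and 100% = DMSO alone without agonist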
# TAAR1 agonist: human TAAR1 agonism; actives 0.99% (n = 360,000); CHO RD-HGA16 TAAR1, Fluo-8 calcium fluorescence; vehicle wells 0%, saturating PEA agonist 100%; AID 624467; Q96RJ0; activation, % at 3 µM;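 active = activation above the mean activation of all test compounds in the run plus 3 SD, cut at about 38% in these data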
#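 Test system: RD-HGA16 (CHO) cells co-expressing Gα16 and hTAAR1; dosing: one-point dosing at 3 µM (nominal); timing: 17-24 h seeding, 75 min 37 °C dye, 30 min RT; signal: kinetic Fluo-8 calcium fluorescence; read-out basis: % activation relative to PEA EC100 response; controls: DMSO and PEA EC100; replicates: n 1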
# M4 ag: CHRM4 agonism in calcium assay; AID 624127; P08173; actives 0.14% (n = 360,000); activation, % at 3 µM; CHO-K1 hM4/Gqi5, Fluo-8 calcium fluorescence; vehicle 0%, full acetylcholine response 100%;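 active = activation above the run mean over all test wells plus 3 SD, cut at about 32% in these data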;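 note: peak over basal fluorescence ratio per well then scaled between controls; 0% = DMSO wells and 100% = acetylcholine at EC100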
# M5 ag: agonists of human muscarinic M5 receptor (CHRM5). P08912. CHO-K1 hM5 cells, Fluo-8 calcium fluorescence; 0% DMSO wells, 100% maximal acetylcholine response. activation, % at 3 µM. actives 0.19% (n = 360,000). AID 624037;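 active = activation above the run's mean over test compounds plus 3 SD, cut at about 23% in these data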;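 note: signal is peak over basal fluorescence ratio across the kinetic read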
# CHRM1 agonist: agonists of human M1 muscarinic receptor. P11229. CHO-K1 hM1, Fluo-8 calcium fluorescence, agonist mode; 0% DMSO, 100% acetylcholine EC100. activation, % at 3 µM. actives 0.33% (n = 360,000). AID 588814;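 active = activation above the run's mean compound activation plus 3 SD, cut at about 16% in these data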;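 note: peak over basal fluorescence ratio within a 140 s kinetic read after compound addition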
# The depositor's hits bear a star; . = no result given. Some of the compounds tested, so the mix of outcomes need not match the whole.
SMILES,M5 PAM,CHRM1 PAM,CHRM4 antagonist,M5 antag,M1 antag,TAAR1 agonist,M4 ag,M5 ag,CHRM1 agonist
COC(=O)[C@@]12C[C@@H](CC(=O)NCc3ccc(C)o3)C(=O)N(Cc3ccccc3)C1=CCC(C)(C)C2,5,.,6,0,.,-2,4,-1,.
O=C(/C=C/[C@H]1O[C@@H](n2ccc(=O)[nH]c2=O)[C@H](O)[C@@H]1O)NCCCc1ccccc1,5,6,1,5,-25,5,1,4,-2
Cc1ccc(NC(=O)N2CCCc3ccccc32)cc1,3,2,0,8,-2,2,-1,1,-6
CCC1(c2ccccc2)NC(=O)N(CC(=O)NCCN2C(=O)S/C(=C\c3cccnc3)C2=O)C1=O (stereo unspecified),0,10,4,7,-11,4,1,2,-2
Cc1oc(-c2ccc(Cl)cc2)nc1CN1CCCC(C(=O)NCc2cccnc2)C1 (stereo unspecified),-3,5,-5,1,-4,0,4,-1,-4
CCOC(=O)c1[nH]c(C)c(/C(O)=C2\C(=O)C(=O)N(CCN3CCOCC3)C2c2cccs2)c1C (stereo unspecified),-3,-4,6,2,3,2,0,0,-3
NC(=O)N1OCC2COc3ccc4ccccc4c3C21 (stereo unspecified),2,9,-2,0,-6,3,1,-2,-3
COc1cccc(NC(=O)c2cnn(-c3ccccc3)c2C)c1,-2,12,-18,-3,-22,2,6,0,-1
Nc1cccc(Oc2ccc([N+](=O)[O-])cc2)c1,1,1,2,2,0,1,2,-2,-4
COc1ccc(C2C(C#N)=C(N)Oc3cc(C)n(CCN4CCOCC4)c(=O)c32)cc1OC (stereo unspecified),3,6,4,-3,5,7,0,2,0
COc1cc(OC)c(NC(=O)c2ccoc2C)cc1Cl,-2,-1,9,-3,3,1,1,-3,-5
Cc1ccc(NC(=O)N2CCCN(C(=O)OC(C)(C)C)CC2)cc1Cl,-5,-2,4,14,9,3,4,-3,-6
Cc1ccc2nc(-c3ccncc3)c(NC3CCCC3)n2c1,3,2,-2,12,12,8,4,3,0
Cc1ccc(NS(=O)(=O)c2ccc(C(=O)Nc3nncs3)cc2)cc1,-11,-10,5,18,15,6,8,6,2
Cc1ccc2nc(/C(C#N)=C\c3ccc(N4CCCCC4)c([N+](=O)[O-])c3)[nH]c2c1,6,7,-1,1,-14,5,1,2,-3
O=C(O)Cc1ccc(NC(=O)c2ccc(NC(=O)C3CC3)cc2)cc1,1,12,-8,-9,-13,0,0,-3,-1
Cc1ccc(NC(=O)c2cc(S(=O)(=O)N3CCOCC3)cn2C)c(C)c1,0,-9,-9,-3,19,0,0,0,-3
CCCOc1ccc(C2NC(=S)NC(C)=C2C(=O)c2ccccc2)cc1OC (stereo unspecified),11,6,-4,-10,3,1,0,-4,1
Cc1ccc(NC(=S)NCC2CCN(C(C)c3ccccc3)C2)cc1C (stereo unspecified),-2,-5,-7,4,-7,3,2,-13,-7
Cc1ccc(-n2ncc3c2CC(C)(C)CC3NC(=O)CCN2CCCCC2=O)cc1 (stereo unspecified),2,8,-3,-1,-17,0,0,-4,0
COc1ccc(NC(=O)CSc2nccc(C)n2)cc1,-5,-4,-4,1,-3,14,0,0,-1
Cc1ccccc1S(=O)(=O)Cc1ccc(C(=O)N2CCN(c3ccc(F)cc3)CC2)o1,-6,2,14,3,-3,11,11,2,-1
CCC(C(=O)NC1CCCC1)N(C(=O)c1snc(C(N)=O)c1N)c1ccc(OC)c(OC)c1 (stereo unspecified),-2,11,-1,10,-12,-3,-1,0,0
Clc1ccc(NNc2ccnc3cc(Cl)ccc23)cc1,3,5,9,-6,0,8,5,-1,-3
Cc1ccccc1OCC1CN(CN2CCOCC2)C(=O)O1 (stereo unspecified),-7,-2,6,2,8,3,0,-6,-4
O=C(COc1ccc(S(=O)(=O)NC2CCCCC2)cc1Cl)NCC1CCCO1 (stereo unspecified),-4,2,-6,-6,-3,4,5,3,0
COc1ccc(OCCC(=O)OCC(=O)NC(=O)NC2CCCCC2)cc1,-9,-7,2,7,14,0,5,-1,-2
Cc1cccc(C2N(c3ccc(F)cc3)C(=O)C3CCCN32)c1 (stereo unspecified),-2,-3,-25,-1,-2,-1,1,-2,-7
Cc1cc2nc(-c3cccc(Cl)c3)c(CC3CCCCC3)n2c(C)c1Br,-7,.,-33,-17,.,1,3,1,.
Cc1ccc(S(=O)(=O)Nn2c(O)c(C=C3N=c4ccccc4=N3)sc2=S)cc1,-12,-2,-6,9,-4,11,0,1,-3
CC(C)[C@H](NC(=O)c1ccco1)C(=O)OCC(=O)Nc1ccc(Cl)c(S(=O)(=O)N(C)C)c1,1,0,-1,3,-1,4,12,5,0
CCOc1nc(NC2CCCCC2)nc(NC(C)(C)C)n1,-10,0,-2,10,-4,13,-2,-3,-4
Cc1ccc(NC(=O)C(C)c2ccc(-c3ccccc3)c(F)c2)cc1 (stereo unspecified),-17,-9,12,20,24,4,5,2,-1
O=C(Nc1ccccc1)C(Cc1ccccc1)c1ccccc1 (stereo unspecified),-7,-13,-10,23,8,-2,5,-7,-3
COc1cccc(CN2CC(C(=O)NCCCc3ccncc3)CCC2=O)c1 (stereo unspecified),-5,4,-4,18,-1,0,0,-5,-3
CCO[C@@H]1OC(C(=O)Nc2ccccc2)=C[C@H](c2csc3ccccc23)[C@H]1CCCO,-5,-6,8,7,9,31,14,5,-5
COc1ccc([N+](=O)[O-])cc1C(=O)C(=O)c1ccccc1,-9,5,-3,10,-6,1,0,-8,-4
COc1ccccc1OCCCC(=O)Nc1ccc(N2CCOCC2)cc1,14,4,-2,9,0,5,2,-14,-3
CCC(=O)NC(=S)NNC(=O)c1ccc(OC)cc1,1,-1,4,1,0,3,1,0,-4
CC(C)(C)c1cc(=O)n(-c2ccccc2)[nH]1,2,7,9,9,4,16,5,6,0
OC[C@@H]1CN(Cc2ccncc2)C[C@H](n2cnc3c(NC4CCCC4)ncnc32)O1,-2,15,-12,-3,6,3,0,-1,7
Cc1ccc(-n2nnnc2SCC(=O)Nc2cccnc2Cl)cc1,-3,0,-10,4,-1,3,5,2,1
COc1ccc(CNC(=O)C(C)N2C(=O)NC3(CCCCCCC3)C2=O)cc1 (stereo unspecified),6,6,2,3,-7,-1,1,1,-3
O=C(N/N=C/c1ccccc1C(=O)O)c1ccccc1Br,1,3,2,9,-4,1,1,2,-3
O=C(O)Cn1c2c(c3ccccc31)CCCC2,-2,6,12,1,-14,8,0,0,-3
O=C(Nc1cccc2nsnc12)c1cc2c(cc1Cl)Sc1nccn1S2(=O)=O,6,8,-5,5,-17,4,0,3,-2
CCn1c(SCC(=O)N2CCCCC2C)nc2c1c(=O)n(C)c(=O)n2C (stereo unspecified),3,1,-12,2,-8,6,3,-4,-6
CN1CCCC1(C)C(=O)NCc1ccc(F)cc1Cl (stereo unspecified),-4,7,-3,5,-11,2,0,-3,-8
CN(C)S(=O)(=O)c1ccc(NC(=O)COC(=O)c2n[nH]c3ccccc23)cc1,-17,-2,25,14,14,10,14,9,2
Cc1cccn2c(=O)c3cc(C(=O)NC(C)c4ccccc4)c(=N)n(CCCn4ccnc4)c3nc12 (stereo unspecified),9,3,-7,-1,-1,-1,0,-10,-8
# Next section
SMILES,M5 PAM,CHRM1 PAM,CHRM4 antagonist,M5 antag,M1 antag,TAAR1 agonist,M4 ag,M5 ag,CHRM1 agonist
CC(C)c1nc(CNC(=O)CC2C(=O)NCCN2Cc2ccc(F)cc2Cl)cs1 (stereo unspecified),-4,1,8,-1,6,3,2,-1,-3
O=C(C/C=N/OCc1ccc(Cl)cc1Cl)c1ccc(Cl)cc1,1,6,5,4,-1,-2,0,0,-4
Cc1c(C2OC(=O)C3(CCCCC3)C(=O)C2(C)C)c(=O)n(-c2ccccc2)n1C (stereo unspecified),-2,9,8,-1,-1,18,2,-1,-6
O=C(CSc1nnnn1C1CCCC1)N1CCOCC1,1,1,-4,-9,1,3,2,-4,-3
CCOC(=O)c1sc(=S)n(CC)c1NC(=O)C1CC1,7,8,1,-2,-28,3,0,-3,-7
O=C(Cc1ccccc1)NNc1c2ccccc2nc2ccccc12,-4,3,-10,-3,0,1,9,-6,-14
CCC(=O)Nc1c(OC(=O)CC)ccc2c(C)cc(=O)oc12,-1,16,-11,-1,-18,0,1,2,3
Fc1ccc(C(c2nnnn2C2CCCCC2)N2CCCC2)cc1 (stereo unspecified),4,0,-2,-2,0,7,0,-1,-5
Cc1cccc(C2c3[nH]c4ccccc4c3CCN2C(=O)c2ocnc2C)n1 (stereo unspecified),-2,13,1,11,-9,10,2,-4,-9
CC1(C)CC2(CC(c3ccccc3F)c3cc(Cl)c(O)cc3O2)NC(=S)N1 (stereo unspecified),-6,8,5,10,4,-1,2,-4,-9
CCOc1ccc(C)cc1S(=O)(=O)NC1CCCCC1,-9,10,6,7,-5,5,-2,-8,-7
O=C(NC(Cc1c[nH]c2ccccc12)c1nnc2n1CCCCC2)c1ccccc1 (stereo unspecified),-2,9,8,-6,-7,1,0,2,-6
CCSc1nc2ccccc2n1CCOc1ccccc1,-6,3,-5,5,0,19,0,-9,-6
Cc1ccc2nc(-c3ccccc3)c(Cc3ccccc3C(F)(F)F)n2c1,4,3,-2,-1,-33,0,-2,-4,-5
Cc1cc(C)nc(N(C#N)Cc2cccc([N+](=O)[O-])c2)n1,1,-1,2,-5,3,3,0,0,-6
COCCn1c(-c2ccc(C)cc2)nc2oc3cc(OC)ccc3c(=O)c2c1=O,1,1,5,0,4,-2,8,3,-3
Cc1occc1C(=O)N1CCN(S(C)(=O)=O)CC1,7,7,0,-12,-8,5,1,-3,-6
CN(Cc1ccccc1)S(=O)(=O)c1ccc(OCC(=O)N2CCOCC2)cc1,-3,3,-3,-6,-31,3,4,4,0
O=C(CSc1nnc(CNc2ccc(F)cc2)n1Cc1ccco1)N1CCCC1,-5,5,11,-7,2,7,1,-2,-7
COc1ccc(NC(C)C(=O)N/N=C/c2cc(Br)ccc2OC)cc1 (stereo unspecified),2,10,3,13,-8,2,1,-2,-9
CC1=NN(CCC#N)C(=O)/C1=C/c1ccc(N(C)C)cc1,5,14,-5,0,-7,-1,0,-4,-8

# 4 entries already listed, ordered by their value in M1 antag, falling.
structure | M5 PAM | CHRM1 PAM | CHRM4 antagonist | M5 antag | M1 antag | M4 ag | M5 ag | CHRM1 agonist
Cc1cc(C)nc(N(C#N)Cc2cccc([N+](=O)[O-])c2)n1 | 1 | -1 | 2 | -5 | 3 | 0 | 0 | -6
CCOc1ccc(C)cc1S(=O)(=O)NC1CCCCC1 | -9 | 10 | 6 | 7 | -5 | -2 | -8 | -7
COc1ccc(NC(C)C(=O)N/N=C/c2cc(Br)ccc2OC)cc1 (stereo unspecified) | 2 | 10 | 3 | 13 | -8 | 1 | -2 | -9
Cc1ccc2nc(-c3ccccc3)c(Cc3ccccc3C(F)(F)F)n2c1 | 4 | 3 | -2 | -1 | -33 | -2 | -4 | -5

# Quoted at random: two records from the list, in no set order.
SMILES,M5 PAM,CHRM1 PAM,CHRM4 antagonist,M5 antag,M1 antag,TAAR1 agonist,M4 ag,M5 ag,CHRM1 agonist
Cc1occc1C(=O)N1CCN(S(C)(=O)=O)CC1,7,7,0,-12,-8,5,1,-3,-6
Cc1ccc2nc(-c3ccccc3)c(Cc3ccccc3C(F)(F)F)n2c1,4,3,-2,-1,-33,0,-2,-4,-5

# Assay outcomes deposited in PubChem BioAssay by The Scripps Research Institute Molecular Screening Center.
